# E coli WT exp = growth inhibitors of E. coli BW25113 wild type; OD600 absorbance; 98,000 tested, 0.15% active; growth inhibition, % at 100 µM;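 active = growth inhibition above about 50% at one test dose, limit read from the data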;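 note: growth measured after 20 h incubation at 37 °C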
# sEH inh = soluble epoxide hydrolase (human) inhibition | 91,000 tested, 0.34% active | inhibition, % at 2 µM | recombinant human sEH enzymatic activity assay | P34913 | AID 707; in the data active = inhibition above about 80%; note: values of inactives mirror those of a sister screen read the other way; many of its hits are not listed in these tables
# VCAM1 TNFa inh = reduces TNF alpha induced VCAM1 expression in HUVEC. HUVEC TNFa-induced VCAM-1 immunofluorescence, high-content imaging. inhibition, % at 2 µM. 95,000 tested, 0.48% active;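 active = inhibition above the batch mean plus 3 SD, with images confirmed as a hit by eye, cut at about 37% in these data; inconclusive = inhibition above that limit but hit not confirmed in images; inactive = inhibition not above that limit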;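 note: 0% = TNF-stimulated DMSO wells and 100% = unstimulated control wells; not every result past the cut was called active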
# HUVEC tox TNFa = toxic to HUVEC cells under TNF alpha stimulation; HUVEC TNFalpha-stimulated, Hoechst cell count, imaging; cell count reduction, % at 2 µM; 93,000 tested, 0.17% active; AID 848;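 active = cell count reduction exceeding the screen mean by over 5 SD, scaled to untreated wells per plate, cut at about 78% in these data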;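 note: cells counted after 24 h of TNF alpha exposure following the 1 h pretreatment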
# Plk1 PBD FP = inhibitors of human Plk1 polo box domain binding; P53350; Plk1 PBD phosphopeptide binding, fluorescence polarization; inhibition, %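 (tested at about 20 µM)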; 97,000 tested, 0.13% active; AID 693; in the data active = inhibition above about 34%, passing the limit was not always enough
# F-actin modifier = modifiers of cytoskeleton assembly; HUVEC TNFa F-actin phalloidin imaging, high content; inhibition, % at 2 µM; 91,000 tested, 0.18% active; AID 836;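 active = inhibition above the batch mean plus 3 SD and confirmed as a hit by visual image inspection, cut at about 30% in these data, passing the limit was not always enough; inconclusive = above the inhibition threshold but rejected on visual inspection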; note: strong numbers were not always called active
# IL1B cytotox = HUVEC cytotoxicity counter-screen, IL-1B stimulated; HUVEC cell count loss, Hoechst imaging; cell count reduction, % at 2 µM; 94,000 tested, 0.41% active; AID 845;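 active = cell count reduction more than 3 SD above the screen-wide mean, cut at about 70% in these data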;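 note: normalized per plate to untreated control cells as the no-loss baseline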
# DAT uptake mod = modulates human dopamine transporter uptake under cocaine; B-score at 10 µM; 110,000 tested, 1.3% active; LLC-PK1 hDAT cells, [14C]-dopamine uptake with cocaine IC80; actives deviate in either direction; Q01959;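 active = Z score or B-score, a plate-position-corrected score, falls beyond the plate's 99.7% confidence bounds, in either direction; inactive = both scores lie inside the 99.7% bounds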;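 note: scored against the spread of the other compound wells on the same plate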
# Target sequence (Q01959 whole entry, looked up): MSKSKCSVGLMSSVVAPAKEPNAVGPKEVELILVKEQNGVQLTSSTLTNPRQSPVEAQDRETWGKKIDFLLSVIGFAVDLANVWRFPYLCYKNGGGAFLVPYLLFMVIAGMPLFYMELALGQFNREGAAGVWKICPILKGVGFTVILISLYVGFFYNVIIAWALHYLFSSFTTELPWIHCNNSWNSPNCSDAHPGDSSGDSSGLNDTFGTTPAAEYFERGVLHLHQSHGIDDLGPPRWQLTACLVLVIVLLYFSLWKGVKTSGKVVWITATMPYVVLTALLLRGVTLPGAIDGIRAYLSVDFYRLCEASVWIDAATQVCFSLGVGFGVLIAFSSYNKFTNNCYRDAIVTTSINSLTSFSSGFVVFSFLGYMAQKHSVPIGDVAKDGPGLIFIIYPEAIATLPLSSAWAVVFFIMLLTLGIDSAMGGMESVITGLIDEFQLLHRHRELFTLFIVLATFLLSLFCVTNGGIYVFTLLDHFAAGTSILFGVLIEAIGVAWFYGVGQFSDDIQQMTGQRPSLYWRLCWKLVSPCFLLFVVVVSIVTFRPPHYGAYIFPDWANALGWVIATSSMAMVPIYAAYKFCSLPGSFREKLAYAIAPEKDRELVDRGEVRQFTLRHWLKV
# PLK1 inh = blocks human PLK1 kinase activity | inhibition, % at 10 µM | 97,000 tested, 0.53% active | recombinant PLK1 kinase, TR-FRET peptide phosphorylation | AID 619;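 active = inhibition of 50% or more in the single-concentration screen; inactive = inhibition below 50%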;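 note: 0% = DMSO max control and 100% = H-89 dihydrochloride min control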
# Starred values were filed as active, the others as inactive; ? = inconclusive; . = not tested or not shown; & = joins results of further samples. Hits appear at their usual frequency (roughly 3.4% active in at least one column).
SMILES	E coli WT exp	sEH inh	VCAM1 TNFa inh	HUVEC tox TNFa	Plk1 PBD FP	F-actin modifier	IL1B cytotox	DAT uptake mod	PLK1 inh
O=C1CCc2cc(S(=O)(=O)N3CCC(C(=O)NCc4ccccc4Cl)CC3)ccc2N1	-1	55	22	-49	-25	5	12	-0.037	-20
Cc1ccccc1OCC(=O)NC(=S)Nc1ccc(Br)c(C)n1	-12	-3	15	-6	16	5	-13	-1.1	-11
Cc1cc(-c2ccc(N3C(=O)CCC3=O)c(C)c2)ccc1N1C(=O)CCC1=O	4	6	-27	-18	11	4	-40	-0.37	0
O=C(CSCc1c(Cl)cccc1Cl)NN1C(=O)c2ccccc2C1=O	23	23	4	-12	-11	12	7	-1.1	-3
Cc1csc(NC(=O)CSc2nnc(CCNC(=O)c3ccc(Cl)c(Cl)c3)n2C)n1	-5	1	-9	.	-20	-2	-5	-0.59	-13
Cc1ccc2c(c1)[C@@H]1CN(C)CC[C@@H]1N2S(=O)(=O)c1ccc(F)cc1	1	.	3	-27	-20	20	-7	-1.6	0
O=C(C1CCCN(S(=O)(=O)c2cccc3nsnc23)C1)N1CCN(c2ccccn2)CC1 (stereo unspecified)	-9	-2	9	-26	-3	28	12	0.19&1.1	-21
C=CCn1c(=O)[nH]c2cc(C(=O)N3CCN(c4cccc(Cl)c4)CC3)ccc2c1=O	-2	.	-3	-15	8	2	-34	.	-1
Cn1c(=O)n(Cc2ccccc2)c(=O)c2c1nc1n2CCS1	-4	-12	-16	-34	2	4	-39	1	-11
CCOC(=O)c1c(C)c(C(=O)NCc2cccs2)c(C)n1CC	-8	.	-8	33	-11	10	14	2.8*	4
O=C(CN1CCCCCC1)Nc1cccc(Br)c1	12	-2	0	6	-7	2	-37	-1.6	-7
O=C(COc1ccc(Cl)cc1)Nc1nnc(-c2ccc3c(c2)CCCC3)o1	-8	11	11	16	29	-4	-7	-0.035	-8
CCn1c(O)c(/C=N/N=C/c2ccccc2)c2ccc(C3=NNC(=O)CC3)cc21	-16	38	12	-5	-30	-2	-20	2.4	-8
CC(C)NC(=O)c1ccccc1NC(=O)C1CCCO1 (stereo unspecified)	4	23	17	-35	0	14	7	-0.034	-9
Cc1ccc(NC(=S)NCCC(c2ccccc2)c2ccccc2)c(C)c1	-27	60	0	-8	2	5	-30	1.2	-14
CCOC(=O)c1c(C)nc2sc3c(c2c1-c1ccc(OC)cc1)NC(c1ccccc1)NC3=O (stereo unspecified)	-11	-7	4	6	-25	-22	7	-0.59	-16
Cc1cc(C(=O)NCc2ccccc2F)cs1	23	-6	16	17	-29	-24	16	1.5	-5
CCOC(=O)c1c(C)n(-c2ccc(C)cc2)c2c(CC(C)=O)c(Br)c(OC)c(O)c12	-7	14	-21	-14	13	-10	18	0.99	-11
O=C(OCc1ccccc1)C1CCCN1C(=O)c1ccccc1[N+](=O)[O-] (stereo unspecified)	-1	4	2	6	-15	-26	-24	0.73	-6
COC(=O)CSc1nnc(-c2cccnc2)o1	9	0	5	22	-10	20	13	.	-11
Clc1c(CSc2nc3ccccc3o2)nc2ccccn12	17	-4	.	.	-6	-11	23	1.5	-6
COc1ccc(OCC(=O)NCc2cccnc2)cc1	5	-5	.	.	14	.	-1	-0.79	-9
COc1ccc(C(=O)NNC(=O)c2cnccn2)cc1[N+](=O)[O-]	4	-11	12	-16	-4	-1	-3	0.54	-11
O=C(CS(=O)(=O)c1cccc(C(F)(F)F)c1)Nc1ccccc1Cl	1	-3	12	1	-4	-20	-1	0.044	-7
CCCCCCCC(=O)OC(CN1CCCCC1)CN1CCCC1=O (stereo unspecified)	0	6	-28	-18	-2	6	-118	-0.76	-4

# (further entries)
SMILES	E coli WT exp	sEH inh	VCAM1 TNFa inh	HUVEC tox TNFa	Plk1 PBD FP	F-actin modifier	IL1B cytotox	DAT uptake mod	PLK1 inh
Cc1cc(C(=O)NCc2ccc3c(c2)OCO3)n(-c2ccccc2)n1	1	-10	-9	-16	1	-1	0	0.025	2
COCCSc1ccccc1C(=O)Nc1nnc(C)s1	1	6	19	-10	-13	-49	-19	0.051	-15
Cc1ccc(-c2noc(CCC(=O)NCC3CCCO3)n2)cc1 (stereo unspecified)	2	-4	13	4	3	3	-6	-0.038	-8
COc1ccccc1C(=O)NC(=S)N1CCCc2ccccc21	1	15	4	.	-3	20	12	-0.16	-7
COCCNC(=O)c1c(N)n(-c2ccccc2)c2nc3ccccc3nc12	-5	-12	23	-8	-8	18	-6	-0.26	-25
C#CCn1c(S(=O)(=O)Cc2ccc(C)cc2)nc(-c2ccccc2)c1-c1ccccc1	-19	9	-3	-13	-16	16	-60	-1.1	-11
Cc1ccc(N(C(=O)c2cccs2)C2C=CS(=O)(=O)C2)cc1 (stereo unspecified)	1	.	4	-26	-2	9	-1	-0.045	0
CCc1cc(C(c2ccccc2OC)N2CCOCC2)c(NC(=O)c2ccccc2)s1 (stereo unspecified)	-3	8	4	-7	-4	20	-38	0.21	-4
COc1ccccc1-n1c(=O)[nH]c2c(C(N)=O)nc(C3CCCCC3)nc21	5	-2	1	-8	13	7	-7	0.033	24
CCOC(=O)C1CCCN(c2c(Nc3cc(C)cc(C)c3)c(=O)c2=O)C1 (stereo unspecified)	-1	-10	-1	-28	-6	-10	6	-0.68	-9
O=C(c1cc(C2CC2)on1)N1CCN(c2ccccc2)CC1	-6	2	19	5	5	-4	9	1.2	2
CCCCS(=O)(=O)N1CN(S(=O)(=O)CCCC)C2NC(=O)NC21 (stereo unspecified)	0	7	6	-24	-9	35	-1	1.1	-14
CCCCn1cnc2c(cnn2-c2ccc(F)cc2)c1=O	2	8	-7	2	-25	4	14	-0.03	-7
CCOc1ccccc1C1C(C#N)=C(N)Oc2cc(C)n(C)c(=O)c21 (stereo unspecified)	-2	15	11	4	3	-2	-34	0.11	13
OC(CNCCc1ccccc1)c1ccccc1 (stereo unspecified)	2	2	3	0	-4	-30	-5	0.45	-7
Cc1ccc(-n2c(Cc3ccccc3)n[nH]c2=S)cc1	2	1	16	4	-4	-8	-2	-1.6	-4
COC(=O)C1(CO)NC(c2cccs2)C2C(=O)N(c3ccccc3)C(=O)C21 (stereo unspecified)	1	3	24	-20	6	-6	-18	-0.094	-13
Cc1cc(N2CCCCC2)n2ncc(-c3ccc(Cl)cc3)c2n1	-10	.	12	-8	9	-7	0	0.15	-11
Cc1cc(C(=O)Nc2c(C)n(C)n(-c3ccccc3)c2=O)c2ccccc2n1	-2	-7	1	-19	-16	18	2	0.39	-5
CCOC(=O)C(NC(=O)Cc1ccccc1)(Nc1cc(C)on1)C(F)(F)F (stereo unspecified)	.	-13	11	-2	6	9	-12	0.083	-13
COc1ccc(C(=O)Nn2cnc3ccccc3c2=O)c(OC)c1	-1	7	-8	-10	3	18	-23	.	-4
CC1CCCCC1NC(=O)c1ccc(S(=O)(=O)NCc2ccco2)cc1 (stereo unspecified)	2	8	4	-19	7	-7	13	0.028	-8
CCOC(=O)c1cccc(NC(=O)CCS(=O)(=O)c2ccc(Br)s2)c1	-5	-5	24	-25	6	.	-1	-0.82	-5
O=C(Cc1csc(N2CCOCC2)n1)N/N=C/c1ccc(F)cc1	9	9	0	9	6	5	-4	-0.57	-6
CCN(CCNS(=O)(=O)c1ccc2[nH]c(=O)sc2c1)c1ccccc1	14	-2	8	-22	4	5	16	-1.2	-6

# (list continues)
SMILES	E coli WT exp	sEH inh	VCAM1 TNFa inh	HUVEC tox TNFa	Plk1 PBD FP	F-actin modifier	IL1B cytotox	DAT uptake mod	PLK1 inh
Cn1c(=O)c2c(nc(CN3CCOCC3)n2CCc2ccccc2)n(C)c1=O	-8	.	-6	-2	25	8	6	-0.28	-8
O=c1c2ccccc2nc(-c2ccccc2)n1CCCn1ccnc1	-4	-7	21	11	3	-1	-19	-0.55	-11
COc1cccc(/C(O)=C2/C(=O)C(=O)N(CCN3CCOCC3)C2c2cccnc2)c1 (stereo unspecified)	.	9	-9	0	14	-9	18	0.29	-12
CC(=O)c1cc2c(cc1NS(=O)(=O)c1ccc3c(c1)OCCO3)OCO2	-4	0	-8	-21	8	8	-3	0.11	-6
O=C(Nc1ccccc1[N+](=O)[O-])C1=C(O)CCn2c1nc1ccccc12	-3	5	-3	-22	-4	6	0	-0.44	-9
CCCCn1c(SCC(=O)N2CCC(C(=O)OCC)CC2)nc2cc(S(N)(=O)=O)ccc21	0	3	13	0	4	-16	-27	0.39	-13
O=C(NCc1ccccc1)NC1(C(=O)N2CCCC2)CCCCC1	2	-5	16	19	-13	?	13	-0.14	-6
Cc1cc(NC(=O)CCC(=O)N(CC(=O)NCC2CCCO2)Cc2ccc(F)cc2)no1 (stereo unspecified)	.	-5	11	-39	-9	5	-26	-0.9	-9
CCOc1cc(C)cc2oc(=O)cc(-c3ccccc3)c12	-2	-16	8	-9	-3	.	-16	-0.43	-4
CCN1C(=O)/C(=C/c2cc(C)n(C)c2C)SC1=Nc1ccc(OC)cc1	-10	9	-19	-11	-6	12	-4	0.52	-6
CCOC(=O)c1nnn(CC(=O)Nc2cccc(Cl)c2C)c1C(=O)OCC	2	-8	5	0	-8	3	-16	0.079	-32
COc1cc(OC)nc(NC(=O)C(C)C)n1	-1	-2	-8	-1	19	-8	-46	-1.6	-8
CS(=O)(=O)N(CC(=O)N1CCc2ccccc2C1)Cc1ccccc1	1	18	-18	-6	8	1	-102	-0.013	-5
CCCN(CCC)CCNC(=O)C1CCN(Cc2nc(-c3ccc(Cl)cc3)oc2C)CC1	10	9	32	0	-1	21	-6	1.2	9
O=C(Cn1c(=O)sc2ccccc21)Nc1ccccc1	1	2	6	7	2	-12	-16	-0.033	3
Clc1ccc(-c2nnc(C34CC5CC(CC(C5)C3)C4)o2)cn1	-6	5	-8	-6	-25	-13	12	-0.16	-8
Cn1c(=O)cc(OCCCC(=O)NCCCN2CCN(Cc3ccccc3)CC2)c2ccccc21	5	-11	-6	-9	-19	2	15	1.3	-9
CCCn1nnnc1-c1cc(Cl)cc(Cl)c1	-2	4	17	32	-6	-14	-44	-0.057	-12
COC(=O)/C(=C/c1cn(C)c2ccccc12)[N+](=O)[O-]	8	7	-23	-54	-4	5	-19	.	-6
CCOc1cc(/C=C2/C(=N)N3C=CSC3=NC2=O)ccc1OCCCOc1ccccc1C	-8	-15	14	10	39	-13	-7	-0.26	-10
CC12CCCCC1c1ccccc1C(=NCC(=O)O)N2 (stereo unspecified)	-6	-4	4	7	-22	-35	-58	0.39	-16
O=C(c1cccc(F)c1)N1CCN(S(=O)(=O)c2ccc(C(F)(F)F)cc2)CC1	4	5	15	-8	-7	21	17	-1.5	-11
CC1(CCC#N)N=C(SCCC#N)N(c2ccccc2)C1=O (stereo unspecified)	-6	5	29	-6	5	27	-35	0.41	-9
N#Cc1c(N2CCN(C(=O)c3ccccc3)CC2)nc(-c2ccccc2)c2c1CCCC2	-18	-3	20	-15	3	-18	-29	-0.57	-33
Cc1cnn(C(=S)NCCc2ccccc2)c1	7	-9	-5	-4	9	1	1	0.009	-6
CCOC(=O)c1cnc(Nc2nc3ccccc3o2)nc1CSc1nnc(C)s1	.	3	24	-14	-6	-4	-36	1	-12
O=C(COc1ccc(S(=O)(=O)N2CCOCC2)cc1)Nc1ccccc1C(F)(F)F	-10	2	-24	14	-11	-6	10	0.03	7
Oc1ccc(-c2onc3ccc(Cl)cc23)cc1	9	4	-13	-24	-100	.	-14	0.0033	8

# 2 compounds picked at random from those above, as already listed:
SMILES	E coli WT exp	sEH inh	VCAM1 TNFa inh	HUVEC tox TNFa	Plk1 PBD FP	F-actin modifier	IL1B cytotox	DAT uptake mod	PLK1 inh
N#Cc1c(N2CCN(C(=O)c3ccccc3)CC2)nc(-c2ccccc2)c2c1CCCC2	-18	-3	20	-15	3	-18	-29	-0.57	-33
CCOC(=O)c1cnc(Nc2nc3ccccc3o2)nc1CSc1nnc(C)s1	.	3	24	-14	-6	-4	-36	1	-12

# Screening data from PubChem BioAssay.
